Dengue-2 NS5 capping – flavivirus cap methylation enzyme inhibition – biochemical, confirmation dose response, primary screen (AID 588689); Dengue-2 NS5 methyltransferase capping enzyme assay, biochemical; higher % means a stronger effect; inhibition, % at 25 µM, or IC50 in µM where a hit was titrated; 340,000 compounds, 0.3% hits; in the data active means a potency from the dose series
RSV CPE inhibition – RSV antiviral activity via CPE protection, HEp-2 cells, primary 10 µM value included (AID 2391). HEp-2 cells, RSV-induced CPE inhibition; higher % means a stronger effect. CPE inhibition, % at 10 µM; hits with a dose series show IC50 in µM. 310,000 compounds, 0.13% hits; in the data active means a potency from the dose series; further: strong numbers were not always called active
K1F lysis inhibition – protection from phage-mediated lysis, alamar blue read-out – E. coli UTI89, K1F phage, bacterial capsule biogenesis inhibitors (AID 488966) | E. coli UTI89 K1F phage lysis, alamar blue, 2 h; higher % means a stronger effect | inhibition, % at 100 µM, or IC50 in µM where a hit was titrated | 340,000 compounds, 0.02% hits;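 active means phage lysis inhibition, versus mean bacterial control, above a set limit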;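 further: capsule biogenesis inhibitors block K1F phage lysis so surviving cells raise fluorescence; higher fluorescence means more inhibition of phage lysis; actives were called in the ten point dose series up to 300 µM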
NTR1 agonist – NTR1-driven beta-arrestin-GFP spot formation – imaging, U2OS cells, high content, primary screen (AID 493036); P30989; activation, % at 20 µM; 330,000 compounds, 0.17% hits; agonist mode;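 active means activation at or above 40% of the spot to cytoplasm intensity ratio, with at least 20 cells analyzed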;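 further: 0% = DMSO without peptide and 100% = 100 nM NTR1 peptide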
Target sequence (P30989 whole entry, looked up): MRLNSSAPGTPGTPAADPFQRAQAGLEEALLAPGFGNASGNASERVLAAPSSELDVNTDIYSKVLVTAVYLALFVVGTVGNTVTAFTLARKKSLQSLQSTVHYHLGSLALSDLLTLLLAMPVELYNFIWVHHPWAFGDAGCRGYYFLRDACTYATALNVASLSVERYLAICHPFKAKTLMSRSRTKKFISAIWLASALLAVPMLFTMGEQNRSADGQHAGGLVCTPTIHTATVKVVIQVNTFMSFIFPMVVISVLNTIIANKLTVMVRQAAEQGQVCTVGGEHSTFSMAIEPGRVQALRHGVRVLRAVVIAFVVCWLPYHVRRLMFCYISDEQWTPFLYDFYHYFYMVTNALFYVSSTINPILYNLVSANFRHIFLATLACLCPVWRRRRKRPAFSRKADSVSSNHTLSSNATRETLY
NTR1 agonist cell count 20 µM – recorded beside NTR1 agonist, whose call it bears; cell count; measured here: cell count, cytotoxicity flag
Starred values were filed as active, the others as inactive; . = no result given.

SMILES	Dengue-2 NS5 capping	RSV CPE inhibition	K1F lysis inhibition	NTR1 agonist	NTR1 agonist cell count 20 µM
CN1C(=O)CCC2(C)C1=CCC1C2CCC2(C)C1CCC2(C)O (configuration not stated)	3%	.	-0.1%	.	.
CC12CCC(=O)C=C1CCC1C2C(O)CC2(C)C(O)CCC12 (configuration not stated)	-7%	.	4.4%	.	.
CCC1CCC(C)N(N=O)C1 (configuration not stated)	6%	.	1.8%	.	.
CC12CCC(=O)CC1CCC1C2C(=O)CC2(C)C1CCC2(C)O (configuration not stated)	2%	.	-0.3%	.	.
COc1ccc2c(c1)C(NC(C)=O)CCc1cc(OC)c(OC)c(OC)c1-2 (configuration not stated)	-7%	.	0.2%	.	.
CCC(C)C1NC(=O)C2CCCN2C(=O)C(CC(C)C)OC(=O)CCNC(=O)C(C)N(C)C(=O)C(C(C)C)N(C)C1=O (configuration not stated)	7%	.	-2.1%	.	.
CC(=O)O[C@H]1CCC2C3CC[C@H]4[C@@H](O)[C@H](O)CC[C@]4(C)C3CC[C@@]21C (some centres not stated)	-21%	.	-0.3%	.	.
O=C1NC(=S)NC(=O)C1Cc1ccccc1	6%	.	-0.8%	.	.
CCOC(=O)C1(CCc2ccccc2)CCN(C(C)CSC)CC1 (configuration not stated)	4%	0.4%	-1.3%	.	.
CN(C(=O)Cc1ccc2c(c1)OCO2)C1CCCN(Cc2ccccc2F)C1 (configuration not stated)	-10%	-0.7%	-0.8%	.	.
COCCO[C@H]1CC[C@@]2(C)C(=CCC3C2CC[C@@]2(C)C3CC[C@]2(C)O)C1 (some centres not stated)	2%	.	-3.5%	1.3	61
O=C1C=CC(=O)C=C1	4%	.	-0.1%	-1.0	51
C[C@]12CC[C@H](O)CC1C(=O)CC1C2CC[C@@]2(C)C1CC[C@@H]2O (some centres not stated)	10%	.	4.5%	1.6	63
C[C@]12CC[C@H](O)CC1=CCC1C2CC[C@@]2(C)C1C[C@@H](O)[C@@H]2O (some centres not stated)	7%	.	-1.9%	1.5	54
CN1C2CCC1C(C(=O)O)C(O)C2 (configuration not stated)	-1%	.	1.1%	-0.4	45
C[C@]12C[C@H](O)[C@@H](O)CC1=CCC1C2CC[C@@]2(C)C1CC[C@@H]2O (some centres not stated)	-2%	.	0.0%	1.0	82
C=CCN1CC[C@]23c4c5ccc(O)c4OC2C(O)C=CC3[C@H]1C5 (some centres not stated)	-3%	.	0.9%	-1.7	54
Oc1ccc2c3c1OC1c4[nH]c5ccccc5c4C[C@@]4(O)C(C2)N(CC2CC2)CC[C@]314 (some centres not stated)	-1%	.	-0.2%	3.9	50
CCN1C[C@]2(CO)CC[C@H](OC)[C@@]34C5C[C@H]6[C@H](OC)C5[C@](O)(C[C@H]6OC)[C@@](O)(C(OC)C23)[C@@H]14 (some centres not stated)	-13%	.	2.6%	-1.0	79
C=C1[C@@H](OC(C)=O)[C@]23C[C@@H]1[C@@H](OC(C)=O)CC2[C@]12C4C[C@H]3[C@H]1N(CC)C[C@]4(C)CC[C@@H]2O (some centres not stated)	-6%	.	0.0%	-2.9	87
COc1ccc2c3c1OC1C(O)C=CC4[C@@H](C2)N(C)CC[C@]314 (some centres not stated)	-8%	.	-0.4%	-0.4	56
COC(=O)C1=C(c2ccc(F)cc2OCc2ccccc2)C[C@@H]2CC[C@H]1N2C(=O)NCc1cc(C)oc1C(F)(F)F	-3%	.	2.5%	-3.5	59
c1ccc(-c2ccncc2)cc1	-2%	.	-1.7%	2.8	66
O=C(Cc1ccccc1F)N1CCN(CC(=O)N2CCCC2)CC1	-8%	.	3.4%	0.1	58
c1cc2c(cc1[C@H]1OCC3C1CO[C@@H]3c1ccc3c(c1)OCO3)OCO2 (some centres not stated)	-9%	.	-0.2%	1.3	53
C[C@H]1CC2C3CC=C4C[C@@H](O)CC[C@]4(C)C3CC[C@]2(C)[C@H]1O (some centres not stated)	-3%	.	0.9%	3.6	58
CC(NS(C)(=O)=O)c1nnc2n1-c1ccc(Br)cc1C(c1ccccc1Cl)=NC2 (configuration not stated)	2%	.	0.4%	1.4	59
Oc1ccccc1Cl	-2%	.	2.0%	-1.7	51
C[C@]12CCC3C(CC[C@H]4C[C@@H](O)CC[C@]34C)C1CC[C@@H]2O (some centres not stated)	-5%	.	-1.0%	1.0	42
O=C(Cc1ccccc1)OCC(=O)c1ccc(F)cc1	8%	.	0.2%	0.1	55

An excerpt from above in order of molecular weight, largest number first.
SMILES	Dengue-2 NS5 capping	RSV CPE inhibition	K1F lysis inhibition	NTR1 agonist	NTR1 agonist cell count 20 µM
CC(NS(C)(=O)=O)c1nnc2n1-c1ccc(Br)cc1C(c1ccccc1Cl)=NC2 (configuration not stated)	2%	.	0.4%	1.4	59
CCN1C[C@]2(CO)CC[C@H](OC)[C@@]34C5C[C@H]6[C@H](OC)C5[C@](O)(C[C@H]6OC)[C@@](O)(C(OC)C23)[C@@H]14 (some centres not stated)	-13%	.	2.6%	-1.0	79
C=C1[C@@H](OC(C)=O)[C@]23C[C@@H]1[C@@H](OC(C)=O)CC2[C@]12C4C[C@H]3[C@H]1N(CC)C[C@]4(C)CC[C@@H]2O (some centres not stated)	-6%	.	0.0%	-2.9	87
Oc1ccc2c3c1OC1c4[nH]c5ccccc5c4C[C@@]4(O)C(C2)N(CC2CC2)CC[C@]314 (some centres not stated)	-1%	.	-0.2%	3.9	50
c1cc2c(cc1[C@H]1OCC3C1CO[C@@H]3c1ccc3c(c1)OCO3)OCO2 (some centres not stated)	-9%	.	-0.2%	1.3	53
O=C(Cc1ccccc1F)N1CCN(CC(=O)N2CCCC2)CC1	-8%	.	3.4%	0.1	58
C=CCN1CC[C@]23c4c5ccc(O)c4OC2C(O)C=CC3[C@H]1C5 (some centres not stated)	-3%	.	0.9%	-1.7	54
C[C@]12CC[C@H](O)CC1=CCC1C2CC[C@@]2(C)C1C[C@@H](O)[C@@H]2O (some centres not stated)	7%	.	-1.9%	1.5	54
C[C@H]1CC2C3CC=C4C[C@@H](O)CC[C@]4(C)C3CC[C@]2(C)[C@H]1O (some centres not stated)	-3%	.	0.9%	3.6	58
COc1ccc2c3c1OC1C(O)C=CC4[C@@H](C2)N(C)CC[C@]314 (some centres not stated)	-8%	.	-0.4%	-0.4	56
C[C@]12CCC3C(CC[C@H]4C[C@@H](O)CC[C@]34C)C1CC[C@@H]2O (some centres not stated)	-5%	.	-1.0%	1.0	42
O=C(Cc1ccccc1)OCC(=O)c1ccc(F)cc1	8%	.	0.2%	0.1	55
CN1C2CCC1C(C(=O)O)C(O)C2 (configuration not stated)	-1%	.	1.1%	-0.4	45
Oc1ccccc1Cl	-2%	.	2.0%	-1.7	51

The results go on:
SMILES	Dengue-2 NS5 capping	RSV CPE inhibition	K1F lysis inhibition	NTR1 agonist	NTR1 agonist cell count 20 µM
CCOc1cc(C=O)ccc1O	-5%	.	0.5%	-2.0	65
COc1cccc(-c2sc3ccccc3c2-c2ccc(OCCN3CCOCC3)cc2)c1	1%	.	0.7%	4.3	43
CCN[C@@H](C)Cc1cccc(C(F)(F)F)c1	1%	.	0.0%	-2.5	61
C[C@]12CCC(=O)C[C@H]1CC[C@@H]1[C@@H]2CC[C@]2(C)C(=O)CC[C@@H]12	-7%	.	1.4%	2.7	72

A portion of the library; count on the stated rates, not on these rows.
